# Cdc25B block: human M-phase inducer phosphatase 2 inhibition. hit rate 0.1% among 65,000. AID 368. recombinant Cdc25B, OMFP fluorescence Ex485/Em525. inhibition, %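 (compounds tested at 10 µM final in the well)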; in the data active = inhibition above about 50%
# FXIIa mix inh: factor XIIa (human) inhibition, mixture screen. hit rate 0.2% among 62,000. purified FXIIa, fluorogenic substrate, pooled mixtures. inhibition, % at 5 µM. AID 684;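 note: 0% = enzyme without compound and 100% = no enzyme blank; some results filed as inactive read as strong as hits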
# FXIa mix inh: blocks human factor XIa in pooled compound mixtures; hit rate 0.19% among 62,000; P03951; inhibition, % at 5 µM; purified FXIa, fluorogenic substrate; AID 680;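 note: each value is inhibition by a whole ten-compound pool holding the compound; 0% = enzyme with no mixture and 100% = wells lacking enzyme; strong numbers were not always called active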
# Target sequence (P03951 19-387 limits assumed): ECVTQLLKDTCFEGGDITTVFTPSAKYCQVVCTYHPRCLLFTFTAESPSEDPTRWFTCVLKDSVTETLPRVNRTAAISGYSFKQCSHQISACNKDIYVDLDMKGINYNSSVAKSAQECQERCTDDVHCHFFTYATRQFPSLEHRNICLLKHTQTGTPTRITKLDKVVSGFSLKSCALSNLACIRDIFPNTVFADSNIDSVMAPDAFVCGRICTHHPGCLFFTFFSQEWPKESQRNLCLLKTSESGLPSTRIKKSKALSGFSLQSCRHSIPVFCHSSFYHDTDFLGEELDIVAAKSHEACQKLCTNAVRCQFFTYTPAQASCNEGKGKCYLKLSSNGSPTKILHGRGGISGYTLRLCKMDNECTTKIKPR
# Target sequence (P03951 388-625 limits assumed): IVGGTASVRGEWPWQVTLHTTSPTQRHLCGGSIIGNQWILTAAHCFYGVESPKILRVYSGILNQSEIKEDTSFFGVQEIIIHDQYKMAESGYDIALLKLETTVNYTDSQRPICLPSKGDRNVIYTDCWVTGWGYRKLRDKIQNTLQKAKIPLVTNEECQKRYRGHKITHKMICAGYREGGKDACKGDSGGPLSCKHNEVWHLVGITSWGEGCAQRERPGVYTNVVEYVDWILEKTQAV
# Hsp90 inh: displaces geldanamycin probe from tumor Hsp90. NCI-N417 lysate Hsp90, Cy3B-geldanamycin FP displacement. hit rate 0.35% among 64,000. inhibition, % at 30 µM. P07900;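 active = inhibition above 50%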;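 note: 0% = tracer plus lysate wells and 100% = tracer alone without lysate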
# AP complement: alternative pathway complement inhibition, orthogonal assay; Human serum alternative complement pathway, LPS-coated ELISA, C3 deposition; tested in compound mixtures; inhibition, % at 5 µM; hit rate 0.08% among 62,000;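 active = inhibition above 30% in each of the two pooled mixtures holding the compound, so the lower value exceeds 30%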;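 note: 0% = serum in Mg-EGTA without compound and 100% = EDTA serum blank; some compounds past the cut are filed as inactive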
#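 Test system: human serum alternative complement pathway, C3 deposition on LPS-coated wells; also added: Plate-bound LPS; doses: 5 µM per compound in ten-compound mixtures; schedule: 1 h at 37 °C; detection: Anti-C3 ELISA, OD 450 nm; evaluation: percent inhibition of C3 deposition onto LPS; repeats: two pool placements per compound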
# A340 absorber: compounds absorbing at 340 nm | compound absorbance at 340 nm, fold over control | fold change at 10 µM | 65,000 tested, under 10 active;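 active = at 10 µM dose, initial 340 nm absorbance at least 2 fold that of control wells; inactive = change under 2 fold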;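 note: initial absorbance extrapolated from kinetic A340 decline of NADH oxidation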
# MMP-13 inhibitor: blocks human MMP13 activity; P45452; MMP-13 fTHP FRET cleavage, Mca fluorescence; inhibition, % at 4 µM; hit rate 0.07% among 65,000; AID 570;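 active = inhibition above the mean of compound-free control plate wells plus 3 SD, cut at about 14% in these data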;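 note: 0% = DMSO wells and 100% = wells with reference MMP-13 inhibitor after basal subtraction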
# DUSP1 inh: blocks human MKP-1 phosphatase activity; P28562; recombinant MKP-1, OMFP hydrolysis fluorescence; inhibition, %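 (compounds tested at a single concentration somewhere between 10 and 100 µM)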; hit rate 0.15% among 65,000; AID 374;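 active = inhibition above about 50%, limit read from the data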;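 note: 0% = DMSO max control wells and 100% = wells with enzyme stopped by NaOH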
# JNK3 blocker: blocks human JNK3 kinase activity; P53779; purified JNK3 kinase activity, HTS; inhibition, % at 8 µM; hit rate 0.61% among 60,000; AID 746; in the data active = inhibition above about 17%;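 note: 0% = DMSO and 100% = reference inhibitor; many of its hits are not listed in these tables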
# Target sequence (P53779 whole entry, looked up): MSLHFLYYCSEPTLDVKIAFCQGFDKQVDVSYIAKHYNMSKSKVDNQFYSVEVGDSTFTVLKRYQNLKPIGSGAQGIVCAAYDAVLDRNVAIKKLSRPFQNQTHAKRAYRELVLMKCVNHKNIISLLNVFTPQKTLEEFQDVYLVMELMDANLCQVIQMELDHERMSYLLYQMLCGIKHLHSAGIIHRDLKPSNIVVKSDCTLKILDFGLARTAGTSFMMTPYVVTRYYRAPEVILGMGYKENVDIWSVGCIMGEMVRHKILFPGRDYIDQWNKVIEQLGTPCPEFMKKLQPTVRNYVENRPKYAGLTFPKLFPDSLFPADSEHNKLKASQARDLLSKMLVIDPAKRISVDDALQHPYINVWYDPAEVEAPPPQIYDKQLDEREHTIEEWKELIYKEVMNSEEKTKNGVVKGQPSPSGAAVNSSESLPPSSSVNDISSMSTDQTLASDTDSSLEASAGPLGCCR
# Starred values were filed as active, the others as inactive; . = no result given; [ ] = remark or other dose. Cut-off read from the data, not from the text of the source, unless noted: active = inhibition above about 20% (passing the limit was not always enough); inactive = the rest. Rows are unselected; about 1.5% have a hit in one of these screens.
SMILES,Cdc25B block,FXIIa mix inh,FXIa mix inh,Hsp90 inh,AP complement,A340 absorber,MMP-13 inhibitor,DUSP1 inh,JNK3 blocker
CN(C)S(=O)(=O)N1CCc2ccccc21,-11,-2,0,-25,-6,1.1,5,0,5
COc1ccc(C)cc1NC(=O)CSc1nnc(-c2cc3cccc(OC)c3o2)n1N,5,-16,5,-1,14,1.1,0,-8,2
CN(CCNC(=O)c1ccc(N2CCCC2=O)cc1)CCc1ccccc1,-14,2,1,-2,1,1,-2,-4,.
CSC(=NCc1cccnc1)NS(=O)(=O)c1cccs1,-15,14,7,3,-1,0.98,-4,-5,0
COc1ccc(Nc2oc(COc3ccc(Cl)cc3)nc2C#N)cc1,-5,5,11,3,3,1,2,2,4
O=C(Nc1ccc(CN2CCOCC2)cc1)c1cc2ccccc2o1,-9,12,-2,0,8,1,0,-9,1
C=C(C)COc1ccc(-c2[nH]ncc2Oc2cccc(OC)c2)c(O)c1,-5,5,5,-2,-6,1,-6,8,3
CC1=C(C(=O)OC(C)C)C(c2ccc(Br)s2)NC(=O)N1C (stereo not given),-13,16,8,-3,-5,1,-4,5,-4
Cc1ccc(CSc2nnc(-c3ccco3)n2N)cc1,-14,0,4,-3,9,1,5,-15,1
CCOC(=O)c1ccc2c(c1)nc(COc1ccccc1C#N)n2CC,1,6,8,-3,5,1.1,0,10,10
O=C(C1CC1)N1CCc2cc(S(=O)(=O)N3CCOCC3)ccc21,-6,3,3,-3,-5,1,-1,-3,0
Cc1cc2ncn(-c3ncnc4sc(C)c(C)c34)c2cc1C,5,1,5,4,-3,1,-6,4,3
CCN1CCN(CCNC(=O)c2cn(C(C)c3ccccc3F)nn2)CC1 (stereo not given),-9,0,-3,-3,4,0.99,1,6,10
Cc1ccc(CNC(=O)c2ccc(NS(=O)(=O)c3c(C)noc3C)cc2)cc1,1,16,-1,-3,13,1,1,13,-6
Cc1cc(C)nc(Sc2c(C)nn(-c3ccccc3)c2C)n1,2,-2,3,1,5,1,-2,25,-3
O=C(c1ccco1)N1CCCC(c2ccccc2)C1 (stereo not given),11,-3,3,2,1,1,-9,-2,3
COc1ccccc1CNC(=O)C1CC(=O)N(c2ccc(C)c(C)c2)C1 (stereo not given),-12,3,2,-5,3,1,2,7,-1
Cc1nnc(C)n1N1C(=O)c2cccc3cccc(c23)C1=O,-3,-8,0,-1,12,1.1,-24,7,-7
CC(C)(C)OC(=O)N1CCC(c2c(C(=O)O)cnn2-c2ccccc2)CC1,-3,0,6,1,6,1,0,27,-3
O=C(CCCn1c(=S)[nH]c2ccccc2c1=O)NCc1ccco1,-6,4,4,-14,7,1,1,3,19*
O=C(CCNS(=O)(=O)c1ccc(Cl)cc1)N1CCC2(O)CCCCC2C1 (stereo not given),3,6,9,1,13,1.1,2,-6,-3
O=C(NCc1ccccc1)c1noc2c1CCCC2,-7,3,3,-2,1,1,12,6,2
COc1ccc(S(=O)(=O)N2CCN(CC(=O)Nc3ccc(C)c(F)c3)CC2)cc1,-2,8,11,-6,8,1,-2,5,-3
Cc1nc2sccn2c1P(c1c(C)nc2sccn12)c1c(C)nc2sccn12,-12,8,4,0,-5,0.98,-6,-10,-6
Cc1ccc2c(c1)nnn2C1CCN(S(=O)(=O)c2ccc(C(=O)N3C(C)CCCC3C)cc2)CC1 (stereo not given),-5,-4,-10,-2,11,1,2,33,4

# The last 2 entries of the part above open the next one:
SMILES,Cdc25B block,FXIIa mix inh,FXIa mix inh,Hsp90 inh,AP complement,A340 absorber,MMP-13 inhibitor,DUSP1 inh,JNK3 blocker
Cc1nc2sccn2c1P(c1c(C)nc2sccn12)c1c(C)nc2sccn12,-12,8,4,0,-5,0.98,-6,-10,-6
Cc1ccc2c(c1)nnn2C1CCN(S(=O)(=O)c2ccc(C(=O)N3C(C)CCCC3C)cc2)CC1 (stereo not given),-5,-4,-10,-2,11,1,2,33,4
Cn1ncc(C#N)c1/N=C/N1CCCCC1,-7,4,4,-1,-8,1,4,27,5
CCOc1cc(C2c3c(n[nH]c3C)C(=O)N2c2ccc(Br)cc2)ccc1O (stereo not given),-5,3,4,-8,11,0.99,3,-19,2
CN1CCc2c(sc3c2C(=O)NC(c2cccs2)N3)C1 (stereo not given),-14,-1,8,-17,12,1.1,-35,-31,4
Cn1c(C(=O)NCCCN2CCCCCC2)cc2c(=O)n(C)c3ccccc3c21,-6,11,6,-2,16,1,-28,-17,0
CCOC(=O)CCn1c(=O)c2c(nc(Br)n2Cc2ccccc2)n(C)c1=O,-8,3,4,3,5,1,1,-6,0
COc1ccc(S(=O)(=O)c2ccc(OC)c(OC)c2)cc1OC,-4,5,7,-3,25,1,-6,9,-3
CN(C(=O)c1ccccc1Cl)c1ccccc1,-6,-14,11,1,-3,0.99,3,-4,1
COc1cccc(C(c2nnnn2Cc2ccco2)N2CCN(c3cccc(C)c3C)CC2)c1OC (stereo not given),-4,1,23,-3,-11,1,1,-1,0
CC(NC(=O)c1ccnc(C(C)(C)C)c1)c1ccccc1 (stereo not given),-5,4,9,-4,17,1,6,28,2
COCCCN(C)C1CCN(C(=O)Nc2ccc(F)cc2)CC1,-1,-16,4,-2,8,0.98,7,3,-6
CCOC(=O)CC1C(=O)NCCN1Cc1cccc(C(F)(F)F)c1 (stereo not given),7,5,6,-1,15,1.1,-1,7,7
CCn1c(Cc2cccn2C)nnc1SCC(=O)c1ccc(C)cc1,-11,5,10,-7,2,1,5,2,-6
Fc1c(F)c(C(F)(F)F)c(F)c(F)c1N1CCN(c2ccc3nnc(C(F)(F)F)n3n2)CC1,1,-14,9,-1,13,1.1,-2,23,-2
O=C(c1cc2n(n1)C(C(F)(F)F)CC(c1ccc(F)cc1)N2)N1CCCC1 (stereo not given),-14,13,2,-3,19,0.99,1,20,5
COC(=O)c1cc(OC)c(OC)c(OC)c1NC(=O)c1ccc(S(=O)(=O)N(C)C)cc1,0,7,7,0,9,1.1,-1,1,0
CCn1c(SCC(=O)N2CCOCC2)nc2c(c1=O)SC(C)C2 (stereo not given),0,-1,-7,0,-6,1,4,-1,5
O=C(CCCc1nc(-c2ccc(Cl)cc2)no1)N1CCOCC1,-11,6,3,-2,19,1,-1,-16,-5
C=CCOc1ccc(C2C(C(=O)c3ccco3)=C(O)C(=O)N2CCCN(CC)CC)cc1 (stereo not given),0,15,-11,-13,6,1.1,-2,-3,2
CCOc1ccc(NC(=O)c2ccc3c(c2)N(Cc2ccc(F)cc2)C(=O)CS3=O)cc1 (stereo not given),-14,3,-4,-1,8,1,4,16,-5
CCc1ccccc1N1CCN(S(=O)(=O)c2cc(OC)ccc2OC)CC1,-10,6,4,-3,13,1,6,-2,2
CC1=C(C(=O)N(C)CCC#N)C2(CCCCC2)OC1=O,-18,-3,6,-3,10,1,1,-3,7
Nc1ncnc2nc(SCCN3CCCCC3)[nH]c12,3,5,-6,1,2,0.97,5,2,-1
Cc1cccc(OCCCn2ccnc2)c1,-10,3,-4,0,-3,1.1,-9,1,2
O=C(NCCCN1CCOCC1)c1ccco1,-2,6,2,-2,0,1,-6,-2,10
COc1ccccc1CNC(=O)Cn1cc2c(n1)CCCC2,-16,7,1,-2,1,1.1,6,-3,4

# Single records, from the list above. Order of values: Cdc25B block	FXIIa mix inh	FXIa mix inh	Hsp90 inh	AP complement	A340 absorber	MMP-13 inhibitor	DUSP1 inh	JNK3 blocker
# Listed for `O=C(CCCc1nc(-c2ccc(Cl)cc2)no1)N1CCOCC1` = -11	6	3	-2	19	1	-1	-16	-5
# Listed for `CCOc1cc(C2c3c(n[nH]c3C)C(=O)N2c2ccc(Br)cc2)ccc1O` (stereo not given) = -5	3	4	-8	11	0.99	3	-19	2
# Listed for `CC1=C(C(=O)N(C)CCC#N)C2(CCCCC2)OC1=O` = -18	-3	6	-3	10	1	1	-3	7

# Remaining list, next part.
SMILES,Cdc25B block,FXIIa mix inh,FXIa mix inh,Hsp90 inh,AP complement,A340 absorber,MMP-13 inhibitor,DUSP1 inh,JNK3 blocker
OC(Cn1nnc2ccccc21)Cn1c(C(F)(F)F)nc2ccccc21 (stereo not given),1,4,4,0,16,1,4,1,1
CC1CCc2c(sc(NC(=O)c3ccc(Cn4cc(Br)cn4)o3)c2C(N)=O)C1 (stereo not given),-5,12,-3,-13,8,1.1,-3,32,1
Cc1cc(NC(=O)CSCCc2ccncc2)no1,-19,16,1,-1,11,1,4,1,-3
O=C(c1cccc(F)c1)N1CCN(Cc2ccco2)CC1,-15,-2,5,0,1,1.1,-2,6,0
O=c1cc(CNC2CCCCC2)c2ccccc2[nH]1,-9,-15,4,-3,7,1,-4,10,-8
COc1cc(NC(=O)Nc2cccc(Cl)c2)c(OC)cc1NC(=O)CN1CCCCC1,0,-3,-4,3,2,0.98,-4,28,-5
CCCn1c(C)cc(C(=O)CSc2nnc3n(CCC)c(=O)c4ccccc4n23)c1C,6,-19,5,2,3,1,0,19,4
Cc1cc(C)n2nc(C(=O)OCC(=O)c3cc(C)n(C)c3C)nc2n1,-13,1,3,-8,25,1,2,22,0
COCCOC(=O)C1=C(C)N=C2SCCC(=O)N2C1c1ccc(OC(=O)c2ccco2)cc1 (stereo not given),.,13,1,.,18,1.1,3,.,.
CCCN(CCC)CCCNC(=O)CC(C(=O)N1CCc2ccccc21)n1ccnc1 (stereo not given),-14,-10,4,-4,15,1,-2,12,3
Cc1cccc(C)c1OCC(O)Cn1ccnc1C (stereo not given),-6,6,5,3,7,1,6,-6,-9
Cc1cccc(C)c1NC(=O)Nc1cccs1,-17,9,0,-1,17,0.99,3,18,-1
COc1ccc(OC)c(N/C(=N\c2nc(C)cc(C)n2)NC(=O)c2ccco2)c1,-2,-7,8,1,12,1,1,28,0
CCCOc1ccc2oc(=O)c3c(c2c1)CCCN3C(=O)CN1CCCC(C(=O)OCC)C1 (stereo not given),-19,4,-2,-1,10,1.1,-11,7,-4
NS(=O)(=O)c1ccc(S(=O)(=O)NCCc2ccccc2)cc1,4,8,5,-1,15,1,-2,6,4
COc1ccc(OC)c(CNC(=O)C2CCN(C(=O)N(C)C)CC2)c1,-23,0,3,-1,4,1,-3,11,-3
COC(=O)c1cc2c([nH]c3ccccc32)c(C)n1,-4,3,2,-9,0,1,-68[fluorescence artefact?],25,-2
CCS(=O)(=O)N1CCC(C(=O)OCC(=O)c2ccc(Br)cc2)CC1,-8,4,3,-3,1,0.99,0,25,2
Cc1cccc2cc(C(c3nnnn3Cc3ccccc3)N3CCN(C)CC3)c(=O)[nH]c12 (stereo not given),-11,5,0,-2,-4,1,-6,1,-4
CCOC(=O)N1CCN(C(=O)Nc2ccc3oc(C)nc3c2)CC1,-2,6,-28,-8,0,0.99,5,3,-6
C[N+](C)(C)CCNC(=O)c1c(O)c2c([nH]c1=O)CCCC2,-1,1,3,0,4,0.99,-9,-1,-5
C=CCN1C(=O)C(O)(CC(=O)c2ccc(-n3cccc3)cc2)c2ccccc21 (stereo not given),3,-13,8,-18,-7,1.1,2,3,-3
O=C(O)C1CCN(C(=O)NC2CCCCC2)CC1,-31,25,4,1,1,1,-6,-14,13
CCOC(=O)N1CCC(NC(=O)CCN2C(=O)COc3ccccc32)CC1,-13,8,6,-2,10,1.1,3,-6,7
O=C(c1ccco1)n1nc(-c2ccc(Cl)cc2)nc1NCc1ccco1,-15,10,8,-3,19,1.1,0,-5,3
CC(SCc1ccccc1)C(=O)NC1CCCC1 (stereo not given),-10,-8,9,4,-6,1.1,1,-2,0
O=C(Oc1ccc(Cl)c2cccnc12)N1CCOCC1,-5,-1,9,2,18,1,-23,9,-2
CN(CC1CCCO1)S(=O)(=O)c1ccc(C(=O)Nc2nc3cc4c(cc3s2)OCO4)cc1 (stereo not given),-8,-3,15,3,7,1.1,-1,34,2
CCOC(=O)CCc1nc2ccccc2[nH]c1=O,2,-12,5,1,-21,1.1,-16,14,1
